# CHOP inhibitor – blocks CHOP induction under ER stress; CHO-K1 CHOP-promoter luciferase, tunicamycin-induced, 15-18 h; inhibition, % at 10 µM; 220,000 compounds, 3.8% hits; AID 2732;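 active = compounds that reduced the stress-induced luciferase reporter signal by more than about 70% of percent inhibition, limit read from the data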;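 note: 0% = tunicamycin plus vehicle and 100% = wells without tunicamycin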
# NCF1 inh – inhibitors of human p47phox binding; 220,000 compounds, 0.53% hits; inhibition, % at 24.7 µM; p47phox/p22phox peptide binding, fluorescence polarization, 2 h; AID 1274;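 active = inhibition above about 30%, limit read from the data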;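 note: 0% = p47phox with labelled peptide and 100% = labelled peptide alone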
# Target sequence (P14598 whole entry, looked up): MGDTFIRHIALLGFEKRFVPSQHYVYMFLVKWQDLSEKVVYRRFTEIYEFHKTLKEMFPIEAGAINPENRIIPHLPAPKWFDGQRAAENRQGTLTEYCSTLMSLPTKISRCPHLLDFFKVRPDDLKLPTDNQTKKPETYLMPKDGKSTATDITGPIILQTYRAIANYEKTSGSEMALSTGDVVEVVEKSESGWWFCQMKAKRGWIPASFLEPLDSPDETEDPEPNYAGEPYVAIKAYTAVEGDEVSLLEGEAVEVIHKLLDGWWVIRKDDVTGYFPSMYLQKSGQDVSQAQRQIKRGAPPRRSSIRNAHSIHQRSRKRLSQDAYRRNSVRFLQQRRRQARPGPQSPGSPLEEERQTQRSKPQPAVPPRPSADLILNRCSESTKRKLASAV
# Numbers without * were called inactive. Only part of the results is shown; the hit share may differ from the screen's.
# Value order: CHOP inhibitor, NCF1 inh
> O=C(NCc1ccco1)C1CCN(S(=O)(=O)c2cccc3cccnc23)CC1
→ 6, 0
> CN(C)S(=O)(=O)Nc1ccc2c(c1)OCO2
→ 36, -5
> COC(=O)CCCC1=CC2=C(c3ccccc3)C(=O)C(C)(OC(=O)C3CCCC3)C(=O)C2=CN1c1ccc(OC)cc1 (stereo not given)
→ -8, -14
> COc1ccc(C2OCC3(O)C(c4ccc(OC)c(OC)c4)OCC23)cc1OC (stereo not given)
→ -6, -6
> N#Cc1ccc(C23CC4(C2)[C@H](CN(Cc2ccc(C(F)(F)F)cc2)[C@@H]4c2ccccc2)C3c2ccccc2)cc1 (stereo not given in full)
→ 19, -31
> O=C(CCCCCn1c(=O)[nH]c2ccsc2c1=O)N1CCN(C2CCCCC2)CC1
→ 21, -2
> COC(C[C@@H](O)[C@@H](C)[C@H](O)COCc1ccccc1)OC
→ 8, -15
> NC(=O)CC(NC(=O)Cc1cccc2ccccc12)c1ccc(NCCOc2ccccc2)c([N+](=O)[O-])c1 (stereo not given)
→ 101*, 10
> COc1ccc(N2CCN(Cc3nc4c(c(=O)[nH]c(=O)n4C)n3Cc3cccc(Cl)c3)CC2)cc1
→ 0, 9
> OCCCNc1nccc(-c2cc(Nc3cccc(Cl)c3)ncn2)n1
→ 103*, -11
> COC(=O)c1ccc(C23CC4(C2)[C@H](CN(Cc2ccc(-c5ccccc5)cc2)[C@@H]4c2ccccc2)C3c2ccc(Cl)nc2)cc1 (stereo not given in full)
→ -3, -53
> CC(C)[C@@H]1C=C(C(=O)O)O[C@H](OCCCCO)C1
→ -7, -16
> O=c1c(OC2OC(CO)C(O)C(O)C2OC2OC(CO)C(O)C(O)C2OC2OC(CO)C(O)C(O)C2O)c(-c2ccc(O)c(O)c2)oc2cc(O)cc(O)c12 (stereo not given)
→ 52, -16
> CN1C[C@@H]2C(c3ccc(Cl)nc3)C3(c4cccnc4)CC2(C3)[C@H]1c1ccccc1 (stereo not given in full)
→ 28, -8
> O=C1c2ccccc2C(Nc2ccc3c(c2)OCCO3)N1Cc1ccccc1 (stereo not given)
→ 54, -7
> CCCCCC(=O)Nc1cccc(C2=NOC3(C2)C[C@@H](C(N)=O)N(C(=O)c2cc([N+](=O)[O-])cc([N+](=O)[O-])c2)C3)c1 (stereo not given in full)
→ -13, -22
> C/C=C\C=C\C(=O)N1CC2(CC(c3cccc(NC(=O)CC)c3)=NO2)C[C@H]1C(N)=O (stereo not given in full)
→ 1, -15
> COC1=CC(=O)CC(C)C12Oc1cc(OC)cc(OC)c1C2=O (stereo not given)
→ 13, 10
> Cc1nc(C(=O)NC2CC2)sc1C1(C)CC(c2cccc([N+](=O)[O-])c2)=NO1 (stereo not given)
→ -17, -7
> Cc1cc2cc(CNC(=O)Cc3cccs3)ccc2n1C
→ -6, -3
> CCn1cc(SCC(=O)NCC2CCCO2)c2ccccc21 (stereo not given)
→ -11, 7
> O=C(NCc1nc2ccccc2[nH]1)C1=C[C@H](c2csc3ccccc23)C[C@H](OCc2ccc(CO)cc2)O1
→ 43, -23
> COc1ccc([C@H]2C=C(C(=O)O)O[C@@H](OCCCCO)C2)cc1
→ -3, -14
> C/C=C\C(=O)Nc1cccc(C2=NOC3(C2)C[C@@H](C(N)=O)N(C(=O)c2ccc(OC)cc2)C3)c1 (stereo not given in full)
→ -1, -13
> COc1cc(/C=C/CO)cc(OC)c1OC/C=C(\C)CCC=C(C)C
→ 51, -7
> COC(=O)CCC(=O)OC1(C)C(=O)C=C2C=C(C3CC3)N(Cc3ccc(OC)cc3)C=C2C1=O (stereo not given)
→ -7, -11
> COc1ccc2c(c1OC)C[N+]1([O-])CCc3cc4c(cc3C1C2)OCO4 (stereo not given)
→ -27, 11
> COC(=O)CCC(=O)OC1(C)C(=O)C=C2C=C(C3CC3)N(CC3CC3)C=C2C1=O (stereo not given)
→ 13, 0
> CCN1CCN(Cc2ccc(NC(=O)c3cc(NC(=O)c4cnn(-c5ccccc5)c4N)cc(OC)c3)cc2C(F)(F)F)CC1
→ 32, -42
> COc1nc(Nc2ccc3c(c2)OCO3)nc(OC)n1
→ 46, -23

# Record cards (already shown):
# COC(=O)CCCC1=CC2=C(c3ccccc3)C(=O)C(C)(OC(=O)C3CCCC3)C(=O)C2=CN1c1ccc(OC)cc1 (stereo not given) in the list: CHOP inhibitor = -8; NCF1 inh = -14
# COC(=O)CCC(=O)OC1(C)C(=O)C=C2C=C(C3CC3)N(CC3CC3)C=C2C1=O (stereo not given) in the list: CHOP inhibitor = 13; NCF1 inh = 0
# CN(C)S(=O)(=O)Nc1ccc2c(c1)OCO2 in the list: CHOP inhibitor = 36; NCF1 inh = -5

# Additional compounds follow.
# Value order: CHOP inhibitor, NCF1 inh
> CC/C=C/C(=O)N1CC2(CC(c3cccc(NC(=O)CCCCC)c3)=NO2)C[C@H]1C(N)=O (stereo not given in full)
→ -6, -5
> COc1ccc(C(CC(=O)N2CCN(c3ccccc3)CC2)c2c(OC)cc(OC)c3c(-c4ccccc4)cc(=O)oc23)cc1 (stereo not given)
→ -14, -98
> CCC(C)[C@H]1CN=C(N)N1CCCc1cc(OC)c(OC)c(OC)c1 (stereo not given in full)
→ -6, 3
> Cc1cc2cc(CNC(=O)c3ccc(S(=O)(=O)N4CCOCC4)cc3)ccc2[nH]1
→ 4, -7
> C#CCOCCOCCOCCNc1nc(N2CCN(C(=O)[C@H](CCCCN)n3cc(C(N)CO)nn3)CC2)nc(N2CCN(C(=O)[C@H](CCC(=O)O)n3cc(C(N)CC(C)C)nn3)CC2)n1 (stereo not given in full)
→ -27, 9
> CCCNC(=O)c1onc(CSc2cccc(OC)c2)c1C(=O)NCCC
→ 3, 4
> CCC1=C(OC(=O)N(CC)CC)N2C(=O)OC(=NCC(=O)OC)[C@]2(C)[C@H]2C1=CC[C@H]1C(=O)NC(=O)[C@H]12
→ 5, -12
> C[C@@]12CCC=C[C@H]1[C@H](c1ccc(/C=C/c3ccccc3)cc1F)N(Cc1ccccc1)C2=O
→ 17, -9
> C=CCNC(=O)c1c(CSc2ccccc2)noc1C(=O)NCc1ccccc1
→ 22, -8
> O=C(NCc1nc2ccccc2[nH]1)C1=C[C@@H](c2ccc3c(c2)OCO3)C[C@@H](OCc2ccc(CO)cc2)O1
→ 25, -26
> COc1cc(OC)c2ccc(=O)oc2c1C(CCN1CCN(c2ccccc2)CC1)c1ccc2c(c1)OCO2 (stereo not given)
→ 7, -13
> CC#CCN1c2ccccc2[C@]23C[C@@H](C(=O)OC)N(C(=O)C4CCC4)C2=NC(C(=O)OC)=C(C(=O)OC)[C@H]13
→ 4, -7
> CCn1c(=N)n(CC(=O)c2cccc(OC)c2)c2ccccc21
→ 6, -4
> CN1C(C(=O)NCCc2cccs2)CC2Cn3c(nc4cc5ccccc5cc43)C21 (stereo not given)
→ 6, -3
> COC(=O)C1=C(C(=O)OC)[C@@H]2N(Cc3ccccc3)c3ccccc3[C@@]23C[C@@H](C(=O)OC)N(C(C)=O)C3=N1
→ -17, 2
> O=C(/C=C/c1cccs1)N1CCC2(CC1)Oc1ccc(F)cc1C(=O)C21CC(c2ccccc2)=NO1 (stereo not given)
→ -5, -12
> COc1ccc(-c2cc([C@H]3[C@H]4C=CC[C@@H](C)[C@@H]4C(=O)N3Cc3ccccc3)ccc2F)cc1OC
→ 51, 0
> COC(=O)[C@@H]1C[C@@]2(O)[C@@H](O)[C@@H](O)[C@@H](O)C[C@H]2N1CC(c1ccccc1)c1ccccc1
→ 17, -23
> CCC1=C(OC(=O)N(CC)CC)N2C(=O)OC(=NCCc3c[nH]c4ccccc34)[C@]2(Cc2ccccc2)[C@H]2C1=CC[C@H]1C(=O)N(c3ccccc3)C(=O)[C@H]12
→ -21, -42
> CCC(C)[C@H]1CN=C(N)N1CCc1cc(C(F)(F)F)cc(C(F)(F)F)c1 (stereo not given in full)
→ 22, 4
> C/C=C(\C)C(=O)Nc1cccc(C2=NOC3(C2)C[C@H](C(N)=O)N(C(=O)C(c2ccccc2)c2ccccc2)C3)c1 (stereo not given in full)
→ 7, -5
> O=C(Nc1nnc(-c2ccc(Cl)cc2)o1)C1CCCCC1
→ -10, 0
> CCc1ccccc1NC(=O)c1cc(C2CC2)on1
→ 36, 0
> COC(=O)C1C(O)CCC2CN3CCc4c([nH]c5ccccc45)C3CC21 (stereo not given)
→ 11, -19
> C=C(C)C(=O)N1CC2(CC(c3cccc(NC(=O)/C(C)=C\C)c3)=NO2)C[C@H]1C(N)=O (stereo not given in full)
→ -12, 2
> c1ccc2c(c1)nc1n2CC2CON(C3CCCCC3)C12 (stereo not given)
→ -8, -11
> COC(=O)c1ccc(C23CC4(C2)[C@H](CN(CC2CCCCC2)[C@@H]4c2ccccc2)C3c2ccccc2)cc1 (stereo not given in full)
→ 23, -61
> COc1ccc(OC)c(C2=NOC(C(=O)Nc3c(C)n(C)n(-c4ccccc4)c3=O)C2)c1 (stereo not given)
→ -15, 0
> COc1ccc(Cc2c3cc(OC)c(OC)cc3cc[n+]2C)cc1OC
→ 0, 9
> CCCn1cnc2cc(NCc3ccccn3)ccc21
→ 25, 10

# Following part.
SMILES	CHOP inhibitor	NCF1 inh
CCC(=O)Nc1cccc(NC(=O)c2ccc3c(c2)OCCO3)c1	4	-11
c1ccc2c(c1)CCN(c1ncnc3c1[nH]c1ccccc13)C2	71*	-18
CCO[C@@H]1OC(C(=O)NC2CC2)=C[C@H](C(C)(C)C)[C@H]1CCCO	7	-16
Cc1cc(Oc2ccccc2)nc2ccc(O)cc12	32	-3
NC(=O)C1CCCNC1 (stereo not given)	13	-3
COC(=O)CCCC1=CC2=C(c3ccccc3)C(=O)C(C)(OC(=O)C3CCCC3)C(=O)C2=CN1CCc1ccccn1 (stereo not given)	-2	-8
C=CC(COCc1ccccc1)N(C(=O)OC(C)(C)C)S(=O)(=O)c1ccccc1Br (stereo not given)	25	-11
COc1ccc(-c2cc([C@H]3[C@@H]4C=CCC[C@@]4(C)C(=O)N3Cc3ccccc3)ccc2F)cc1OC	21	10
COc1cc(CCCN2C(=O)C(=O)NC[C@@H]2C(C)O)cc(OC)c1OC (stereo not given in full)	11	-5
COC(=O)[C@@H]1C[C@H]2CC[C@H](O)C[C@H]2N1Cc1ccc(C)s1	10	-7
Cc1ccc(SCCN2CCN(C)CCC2=O)cc1	-33	-19
COc1cc(O)c(C(CCN2CCN(c3ccccc3)CC2)c2ccc3c(c2)OCO3)c(OC)c1 (stereo not given)	16	-1
COc1ccc(Nc2ncnc3c2cnn3-c2cccc(C)c2)cc1OC	6	8
CC(C)(C)CN1C(N)=NC[C@H]1Cc1ccc(O)cc1	24	1
CCOC(=O)c1ccc(NC(=O)c2nc[nH]c2C(=O)N[C@@H](Cc2ccccc2)C(=O)OC(C)(C)C)cc1	64	-13
C/C=C/C(=O)N1CC2(CC(c3cccc(NC(=O)/C(C)=C/C)c3)=NO2)C[C@H]1C(N)=O (stereo not given in full)	24	-15
CCO[C@H]1OC(C(=O)NC2CC2)=C[C@@H](C2CCCCC2)[C@@H]1CCCO	7	-4
NC(=O)CC(NC(=O)Cc1ccc(Br)cc1)c1ccc(N2CCC(Cc3ccccc3)CC2)c([N+](=O)[O-])c1 (stereo not given)	96*	-8
NC1=NC[C@H](Cc2ccccc2)N1CCCCC1CCCCC1	31	-4
CCCCN1C(N)=NC[C@H]1Cc1ccc(O)cc1	8	-8
CC/C=C/C(=O)N1CC2(CC(c3cccc(NC(=O)CC)c3)=NO2)C[C@H]1C(N)=O (stereo not given in full)	-5	-8
O=C(Nc1ccc(O)c2c(=O)cc(-c3ccccc3Cl)oc12)c1ccc(Cl)c(Cl)c1	94*	6
COCCn1c(SCC(=O)N2CCN(c3ccccc3)CC2)nc2c(c1=O)SC(C)C2 (stereo not given)	-11	-4
Cc1cccc(COCCN2CCN(S(=O)(=O)c3ccccc3)CCC2=O)c1	4	-6
Cc1ccc(-c2nc3cnccn3c2Nc2ccccc2)o1	-21	-2
COc1ccc(C(CCN2CCCC2)c2c(OC)cc(OC)c3c(-c4ccccc4)cc(=O)oc23)cc1 (stereo not given)	31	-2
CC1(OC(=O)C2CCCC2)C(=O)C=C2C=C3CCCCN3C=C2C1=O (stereo not given)	-26	-9
COc1ccc(C(CC(=O)N2CCCC2)c2c(O)cc(OC)cc2OC)cc1 (stereo not given)	7	-10
C=C1CCN(C(C)C(=O)O)S(=O)(=O)c2ccccc21 (stereo not given)	-12	8
O=C(c1ccccc1S(=O)(=O)NCc1ccccc1)N1CCCCC1	8	-9
CC(C)Nc1ccc(C(CC(N)=O)NC(=O)Cc2ccc(Br)cc2)cc1[N+](=O)[O-] (stereo not given)	-15	-2
CCN1CCN(Cc2ccc(NC(=O)c3cc(NC(=O)c4cc5cccc(OC)c5o4)cc(OC)c3)cc2C(F)(F)F)CC1	-2	57*
CCN(CC)C(=O)CSc1nnc([C@@H](N)Cc2ccccc2)o1	-9	0

# Not a retest: entries from further up.
SMILES	CHOP inhibitor	NCF1 inh
COc1ccc(C(CCN2CCCC2)c2c(OC)cc(OC)c3c(-c4ccccc4)cc(=O)oc23)cc1 (stereo not given)	31	-2
CC1(OC(=O)C2CCCC2)C(=O)C=C2C=C3CCCCN3C=C2C1=O (stereo not given)	-26	-9
COc1ccc(C(CC(=O)N2CCCC2)c2c(O)cc(OC)cc2OC)cc1 (stereo not given)	7	-10
